RBBP9 inh: blocks human serine hydrolase RBBP9; inhibition, % at 7.94 µM; AID 1515; O75884; 0.2% of 220,000 active; recombinant RBBP9, FP-Rh probe fluorescence polarization;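 active = inhibition above the campaign mean of all tested compounds plus 3 SD, cut at about 14% in these data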;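 note: plate controls were DMSO wells with RBBP9 for no effect and wells lacking RBBP9 protein for full effect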
Target sequence (O75884 whole entry, looked up): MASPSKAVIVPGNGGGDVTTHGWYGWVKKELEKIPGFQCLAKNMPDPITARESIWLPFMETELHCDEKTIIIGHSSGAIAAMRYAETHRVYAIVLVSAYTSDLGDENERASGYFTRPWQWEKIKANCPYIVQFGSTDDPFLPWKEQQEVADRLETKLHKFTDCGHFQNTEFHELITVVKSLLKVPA
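Test system: recombinant human RBBP9; Timing: 30 min then 45 min, 25 °C; Detection: fluorescence polarization; Control set: RBBP9 with DMSO as uninhibited control, no-protein wells as full inhibition; Compound dosing: one concentration, 7.94 µM nominal, 0.794% DMSO; Probe or stimulus: FP-Rh activity-based probe, 375 nM before mixing.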
MDM2 E3 inh: blocks human Mdm2 ubiquitin ligase activity | Q00987 | cell-based MDM2 ubiquitination luciferase reporter, 2 h; 0 = plate control, 100 = twice control, blank-subtracted | signal enhancement, % at 5 µM | 0.11% of 210,000 active;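 active = signal enhancement of 30% or more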;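 note: luminescence tracks abundance of the self-degrading MDM2-luciferase fusion protein; higher signal means inhibition of MDM2 E3 ligase activity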
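System: stable MDM2–luciferase fusion reporter cells / Input: 2000 cells seeded into each well / Schedule: 4 h settle plus 2 h compound, 37 °C / Compound: single-point 5 µM / Buffer or medium: cells held in DMEM / Benchmarks: control and blank well means / Evaluation: percent signal gain over controls, blank-subtracted / Measured by: luciferase luminescence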
NPY-Y2 PAM-ag: human NPY-Y2 potentiation or agonism, primary screen; cells expressing NPY-Y2, potentiator/agonist read-out; activation, % at 3.6 µM; 0.45% of 220,000 active; AID 1359; in the data active = activation above about 27%;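 note: cells stimulated with NPY near EC25 plus isoproterenol at EC100; 0% = vehicle plus submaximal agonist and 100% = vehicle plus saturating agonist; some results beyond the cut were filed as inactive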
Target sequence (P49146 whole entry, looked up): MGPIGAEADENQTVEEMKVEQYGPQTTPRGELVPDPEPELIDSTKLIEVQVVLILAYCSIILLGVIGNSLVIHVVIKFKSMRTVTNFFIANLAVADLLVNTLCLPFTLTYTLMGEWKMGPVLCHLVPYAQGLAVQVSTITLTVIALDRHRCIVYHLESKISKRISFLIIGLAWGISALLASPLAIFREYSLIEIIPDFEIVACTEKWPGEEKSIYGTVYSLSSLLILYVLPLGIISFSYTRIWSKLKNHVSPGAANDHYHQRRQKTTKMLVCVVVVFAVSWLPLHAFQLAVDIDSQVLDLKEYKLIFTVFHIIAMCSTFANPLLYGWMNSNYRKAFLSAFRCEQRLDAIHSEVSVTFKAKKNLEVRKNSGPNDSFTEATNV
NPY-Y1 antag: NPY-Y1 (human) receptor antagonism | 1% of 200,000 active | P25929 | AID 1040 | inhibition, % at 3.6 µM | HEK293-CNG Y1 cells, membrane potential fluorescence; NPY at EC95, then isoproterenol;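 active = inhibition above the campaign mean inhibition of all tested compounds plus 3 SD, cut at about 20% in these data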;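 note: 0% = DMSO wells given NPY plus isoproterenol and 100% = isoproterenol alone without NPY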
Target sequence (P25929 whole entry, looked up): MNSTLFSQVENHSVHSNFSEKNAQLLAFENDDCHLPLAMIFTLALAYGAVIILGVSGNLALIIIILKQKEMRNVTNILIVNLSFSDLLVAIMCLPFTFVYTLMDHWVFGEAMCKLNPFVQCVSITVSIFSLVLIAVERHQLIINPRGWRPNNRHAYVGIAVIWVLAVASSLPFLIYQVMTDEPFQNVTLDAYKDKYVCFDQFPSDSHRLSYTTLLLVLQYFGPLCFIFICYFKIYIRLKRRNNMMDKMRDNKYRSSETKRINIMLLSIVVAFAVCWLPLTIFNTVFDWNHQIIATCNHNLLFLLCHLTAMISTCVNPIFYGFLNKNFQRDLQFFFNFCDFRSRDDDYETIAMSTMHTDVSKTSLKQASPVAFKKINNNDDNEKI
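Material: HEK293 Y1/CNG channel cell line | Also added: NPY (25 nM), isoproterenol (1 µM), Ro 20-1724 (25 µM) | Compound: One concentration, 3.6 µM, in 0.4% DMSO | Schedule: 3 h dye uptake, 1 h room-temperature compound, 45 min post-isoproterenol | Signal: Membrane-potential fluorescent dye readout | Read-out: % inhibition of NPY effect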
NPY-Y1 PAM-ag: potentiates or activates human NPY-Y1 receptor; P25929; NPY-Y1 expressing cells, potentiator/agonist activation; activation, % at 3.6 µM; 0.37% of 220,000 active; in the data active = activation above about 33%, passing the limit was not always enough;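 note: cells stimulated with NPY at EC10 then isoproterenol at EC100; 0% = low agonist plus stimulus and 100% = saturating agonist plus stimulus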
p97 inhibitor: human p97 ATPase inhibition; recombinant p97 ATPase, Kinase-Glo ATP luminescence, 3 h; P55072; inhibition, % at 8 µM; 0.42% of 220,000 active; in the data active = inhibition above about 15%;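 note: 0% = DMSO vehicle and 100% = wells lacking enzyme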
Hck Nef HTS: human Hck-Nef kinase inhibition; P08631; Recombinant Hck-YEEI plus Nef, Z-Lyte FRET kinase assay; inhibition, % at 20 µM; 0.68% of 220,000 active; AID 463187;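 active = Hck-Nef kinase inhibition above about 50%, limit read from the data; inactive = inhibition below that limit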;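 note: 0% = DMSO with Hck plus Nef and 100% = Hck alone without Nef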
Runt-CBFb FRET: Runt domain-CBFb interaction inhibition; 0.46% of 220,000 active; AID 1496; inhibition, % at 20 µM; Q01196+Q13951; Cerulean-Runt/Venus-CBFb FRET ratio 530/480, 1 h;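 active = inhibition over about 50% at 20 µM in the single-dose screen, limit read from the data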;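 note: 0% = DMSO wells and 100% = excess unlabeled CBFb competitor control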
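Reagent – Venus-CBFb binding partner, 100 nM · Assay system – Cerulean-tagged RUNX1 Runt domain (FRET donor) fusion protein · Input – 100 nM per protein · Incubation – two 1 h room-temperature incubations shielded from light · Measured by – FRET fluorescence · Medium – Tris buffer pH 7.5 with salts and BSA · Benchmarks – unlabeled CBFb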
Runt-SMMHC FRET: inhibitors of human RUNX1 Runt domain binding to CBFb-SMMHC; Q01196+Q13951; Cerulean-Runt/Venus-CBFb-SMMHC FRET ratio 530/480, 1 h; inhibition, % at 20 µM; 0.74% of 220,000 active; AID 1434;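 active = mean inhibition across duplicate retests at 20 µM reaching about 50%, limit read from the data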;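 note: 0% = DMSO wells and 100% = wells with excess untagged CBFb-SMMHC; inhibitors lower the FRET ratio by blocking Runt binding to CBFb-SMMHC; some results filed as inactive read as strong as hits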
Starred values were filed as active, the others as inactive; nt = no result given.

Values run as follows: RBBP9 inh	MDM2 E3 inh	NPY-Y2 PAM-ag	NPY-Y1 antag	NPY-Y1 PAM-ag	p97 inhibitor	Hck Nef HTS	Runt-CBFb FRET	Runt-SMMHC FRET
CC(=O)C1=C(C)NC(C)=C(C(C)=O)C1c1cccs1
 : -8.2	-16.1	-2.0	-2.9	31.8	6.7	4.5	1.2	7.8
CCOCCc1nnc(NC(=O)c2cc(OC)c(OC)cc2[N+](=O)[O-])s1
 : 8.4	-1.1	-8.4	4.1	5.0	1.2	1.5	1.8	2.1
CCc1cc(C(=O)N2CCCC(CNC(=O)c3ccc(-c4ccccc4)cc3)C2)no1 (centres undefined)
 : -8.0	5.4	-6.8	2.4	3.2	-0.3	16.0	-8.2	-0.5
O=C(N/N=C/c1ccc2c(c1)OCO2)c1cc2ccccc2o1
 : -1.2	-43.1	-8.5	nt	-7.6	3.0	18.6	0.3	0.3
COc1cccc(C(=O)N2CCCc3ccccc32)c1
 : -1.4	-12.7	9.6	-0.1	-5.0	1.1	3.8	-2.0	-0.6
COc1ccc2cc3cc(C(=O)NCc4ccccn4)oc3nc2c1
 : -2.8	-5.7	-5.1	4.9	0.1	3.6	7.6	1.2	-3.1
N#C/C(=C/c1ccncc1)c1nc2ccccc2s1
 : -11.3	-9.3	6.3	-0.2	-5.7	-2.0	16.0	-16.5	-39.8
O=C(Nc1ccc(CN2CCCCC2)cc1)c1c(F)c(F)c(F)c(F)c1F
 : -5.6	-8.6	-5.1	2.5	3.6	4.2	-9.0	0.1	-2.6
COc1ccc(-c2n[nH]c(=S)n2-c2ccc3c(c2)OCCO3)cc1OC
 : -4.7	6.2	-6.3	17.6	10.2	8.5	26.0	7.1	17.2
CC(=O)Oc1ccccc1C1OC(=O)c2ccccc2N1C(C)=O (centres undefined)
 : -6.7	3.6	-5.3	-2.2	-27.1	-3.6	0.6	-0.8	-1.3
CCCCP(=O)(c1ccccn1)c1ccccn1
 : 0.0	nt	5.3	7.7	18.0	7.4	-0.2	0.6	-1.5
CCCOc1ccc(NC(=O)CC2C(=O)N(Cc3ccccc3)C(=S)N2Cc2cccs2)cc1 (centres undefined)
 : -17.4	-13.3	13.3	-8.1	18.8	-3.4	-3.6	1.1	4.9
O=C(Nc1ccccc1C(=O)Nc1ccccn1)c1ccc([N+](=O)[O-])cc1
 : -3.9	8.2	12.6	-3.3	-6.9	5.0	-5.2	1.3	-0.6
Cc1cc(C)cc(NC(=O)c2ccc([N+](=O)[O-])o2)c1
 : -2.1	-25.0	-11.2	-2.9	-14.6	-2.0	16.2	0.4	0.8
CCC(C(=O)Nc1ncc(C)s1)c1ccccc1 (centres undefined)
 : -0.2	11.1	-0.6	3.2	-11.0	-0.2	0.9	2.4	-4.1
CCCN=CC1=C(O)CC(c2ccccc2)CC1=O (centres undefined)
 : 6.6	-7.2	3.9	1.1	-7.9	1.3	5.4	1.0	0.7
CCOC(=O)c1nn(-c2ccc(F)cc2)cc1O
 : -3.2	-11.8	0.1	0.2	11.2	2.0	-8.3	0.4	3.9
O=C(CSc1cccc2cccnc12)N/N=C/c1cccnc1
 : -1.6	-16.2	4.0	2.9	16.2	5.6	51.3*	6.7	3.7
COc1ccc(-n2c(N)c(C(=O)NCc3ccco3)c3nc4ccccc4nc32)cc1OC
 : -6.1	-4.9	6.5	-2.7	-24.3	3.5	13.3	-0.2	15.0
c1ccc(-c2cn3nc(-c4ccccc4)c(-c4ccccc4)nc3n2)cc1
 : -3.3	-15.9	-5.2	-1.6	7.8	-2.7	-1.6	nt	-1.9
COCCn1c(SCc2ccc(OC)c(F)c2)nc2ccccc2c1=O
 : -13.0	-19.5	-33.1	15.9	-53.9	-10.0	12.6	-8.8	-5.6
CC1Cn2c(nnc2C23CC4CC(CC(C4)C2)C3)S1 (centres undefined)
 : -9.1	6.6	0.6	-2.6	-5.0	-1.6	-1.8	0.5	0.9
O=C(NCc1ccco1)c1ccc(Oc2ccccc2)cc1
 : -6.2	-21.1	-5.7	12.6	8.2	-5.4	0.6	6.4	-1.3
O=C(CN1C(=O)CC(c2ccccc2)S(=O)(=O)c2ccccc21)N1CCCC1 (centres undefined)
 : -4.5	-7.6	-0.6	-4.2	-21.1	0.7	-34.9	0.7	1.1
CC(C)C(=O)O/N=C(\N)c1ccccn1
 : -1.4	nt	4.2	3.1	1.0	4.8	1.7	-1.4	1.4
COc1cc(/C=N/NC(=O)CNC(=O)c2ccco2)ccc1O
 : -4.0	-4.3	2.3	0.7	2.0	0.3	21.1	-0.5	1.6
COc1cc(S(=O)(=O)N(Cc2ccc(C)cc2)Cc2ccco2)ccc1-n1cnnn1
 : 5.9	-8.3	9.4	8.3	-25.6	-1.2	-1.5	-1.9	-0.8
COc1cc(O)c(C(CC(=O)N2CCCC(C)C2)c2cc(OC)c(OC)c(OC)c2)c(OC)c1 (centres undefined)
 : nt	17.0	nt	nt	nt	nt	24.4	3.3	2.0
CCNC(=S)NNC(=O)c1ccc2ncccc2c1
 : 1.5	-21.6	-5.6	6.2	-21.3	3.3	27.6	1.4	-2.7
c1ccc(Oc2cc(-n3cccn3)ncn2)cc1
 : -5.9	-20.8	-3.1	-0.6	-1.7	3.5	3.7	2.0	-4.5

Random excerpt: 2 entries already listed.
Values run as follows: RBBP9 inh	MDM2 E3 inh	NPY-Y2 PAM-ag	NPY-Y1 antag	NPY-Y1 PAM-ag	p97 inhibitor	Hck Nef HTS	Runt-CBFb FRET	Runt-SMMHC FRET
O=C(NCc1ccco1)c1ccc(Oc2ccccc2)cc1
 : -6.2	-21.1	-5.7	12.6	8.2	-5.4	0.6	6.4	-1.3
COc1ccc(-n2c(N)c(C(=O)NCc3ccco3)c3nc4ccccc4nc32)cc1OC
 : -6.1	-4.9	6.5	-2.7	-24.3	3.5	13.3	-0.2	15.0

Following part
Values run as follows: RBBP9 inh	MDM2 E3 inh	NPY-Y2 PAM-ag	NPY-Y1 antag	NPY-Y1 PAM-ag	p97 inhibitor	Hck Nef HTS	Runt-CBFb FRET	Runt-SMMHC FRET
Cc1ccccc1C(=O)NC(=S)Nc1sc2c(c1C#N)CCC(C)C2 (centres undefined)
 : 1.4	-11.7	-19.8	1.0	-0.1	0.9	1.6	10.6	5.1
COc1cccc(-n2cnc3c(sc4nc(N5CCOCC5)c5c(c43)CCCC5)c2=O)c1
 : 0.7	-1.0	11.8	2.4	5.6	3.6	17.7	0.9	-3.6
CC(/C=N/NC(=O)c1cccs1)=C\c1ccco1
 : -1.4	-13.4	0.5	1.9	21.7	6.6	29.6	2.5	1.7
COc1ccc(NC(=O)CC2C(=O)N(c3ccc(Cl)cc3)C(=S)N2NC(=O)c2cccc(F)c2)cc1 (centres undefined)
 : -4.8	-6.5	16.9	-7.2	27.8	0.8	1.8	-1.0	1.9
Cc1ccc(C)c(N(CC(N)=O)S(C)(=O)=O)c1
 : -2.0	-9.1	4.1	7.0	-5.0	4.4	0.8	0.4	-3.1
COc1ccccc1N(CCC#N)C(=O)CSc1ccc2c(c1)OCCO2
 : -13.1	25.0	-14.4	-1.8	-16.0	-8.3	-0.9	-0.7	-3.8
CC(=O)Nc1ccc(-n2c(C)c(C(C)=O)c(C(C)=O)c2C)cc1
 : 2.0	-3.0	1.0	3.4	9.4	6.0	7.8	-1.4	-2.2
CCN(CCNc1ccc(Cl)cc1[N+](=O)[O-])C(=O)c1cc([N+](=O)[O-])c(N(C)C)cc1OC
 : -0.6	0.8	16.0	8.4	3.3	6.7	2.2	-3.5	-2.5
CCOc1cc(NC(=S)NCCCN2CCOCC2)c(OCC)cc1NC(=O)CC(C)C
 : -5.4	-6.2	-3.3	-0.3	8.8	2.2	1.5	-1.8	7.5
COC(=O)c1ccc(N=Cc2c(C(F)(F)F)[nH][nH]c2=O)cc1
 : 0.7	-1.9	7.9	-3.0	8.6	4.1	3.5	-0.1	-4.3
COc1cccc(N=Nc2c(N)[nH][nH]c2=O)c1
 : -8.0	-3.9	-0.2	1.1	14.0	-1.0	21.3	0.6	-0.6
O=C1CC(c2ccc(Cl)c([N+](=O)[O-])c2)c2ccc3ccccc3c2N1 (centres undefined)
 : -0.8	-0.6	-1.2	-2.8	-2.8	2.3	1.8	-1.1	-4.3
O=C(NCc1cccnc1)c1cnc2n(c1=O)CCS2
 : -9.5	-11.5	-0.7	-3.7	-18.3	-5.8	4.8	0.9	-2.8
CCCCCCn1c(=O)[nH]c2c(c1=O)CCC2
 : -6.1	5.2	11.7	nt	7.6	5.4	10.0	2.6	-1.3
Cn1c(=O)c(C(=O)Nc2ccccc2S(N)(=O)=O)c(O)c2ccccc21
 : -2.2	-14.9	-2.4	nt	-7.4	8.5	6.2	2.9	-4.7
CC(=O)c1ccc(NC(=S)NCC(c2ccco2)N2CCCC2)cc1 (centres undefined)
 : -9.4	-13.8	6.3	-0.7	-13.6	-0.1	20.9	-1.4	-1.7
CC(C)n1cnc2c(N(C)c3ccccc3)nc(N(CCN(C)C)Cc3ccccc3)nc21
 : nt	35.1*	nt	nt	nt	nt	32.0	0.5	2.5
O=C(O)c1ccccc1-c1ccccc1C(=O)Nc1cccc(-c2nc3ccccc3o2)c1
 : -13.0	-6.8	1.2	2.3	5.5	-6.7	30.0	1.5	3.4
O=C(c1cccc2ccccc12)N1CCN(CC2CC=CCC2)CC1 (centres undefined)
 : -1.9	-5.0	10.5	1.4	-4.4	-2.7	-0.1	-0.1	2.2
CCn1c(/C=C/c2cccc([N+](=O)[O-])c2)nc2ccccc2c1=O
 : 0.4	-16.1	-4.9	2.2	-14.9	-4.0	-0.3	-1.8	-4.3
COc1ccc(NC(=S)c2ccccc2)cc1
 : -2.1	nt	-4.6	-1.6	-10.4	0.7	2.5	1.5	0.6
Cn1c(SCC(=O)NC2CCCC2)nnc1-c1ccc(S(=O)(=O)N2CCOCC2)cc1
 : -7.3	5.2	5.1	4.2	-23.8	-5.9	-0.1	0.7	3.5
O=C1c2ccccc2CC1Sc1nnc(-c2ccncc2)o1 (centres undefined)
 : 13.3	-2.8	-2.2	-2.9	16.7	7.1	5.1	3.3	-2.9
CSc1cc(C)[nH]c(=O)n1
 : -4.8	-8.2	-11.3	-5.4	-10.0	0.7	-1.0	-1.4	0.0
O=c1c2c(nc3cc(-c4ccccc4Cl)[nH]n13)CCS2
 : 0.7	-18.8	5.7	-6.1	-0.7	2.6	26.9	21.2	-9.3
Cc1nc2cccc(C(=O)NC3CCCCC3)c2o1
 : 0.5	-7.6	-7.2	-3.8	10.4	-0.9	-1.2	-0.8	-4.2
